Source: PubChem BioAssay (National Center for Advancing Translational Sciences (NCATS))
HepG2 viability: kills HepG2 cells in TGF-b inhibitor counter-screen; 410,000 tested, 0.76% active; Potency, µM (highest dose often 46.1 µM), for inactives: at the highest dose activity change, negative = cytotoxicity, hits mostly cytotoxic; HepG2 CAGA-GFP viability, ATP luminescence, 18 h; further: potency means the concentration at half of the fitted maximal effect; some results filed as inactive show a strong effect at the top dose
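HepG2 CAGA-GFP cells (1000/well, DMEM with 1% FBS) received compound, then TGF-beta at 500 pg/mL final, and were incubated 18 hours at 37 degrees C. Viability was read by CellTiter-Glo luminescence. Media-only wells were set as complete cell-killing and DMSO as no toxicity.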
TGFb inhibitor: inhibitors of TGF-b signaling; 410,000 tested, 1.2% active; HepG2 CAGA-GFP TGF-b/SMAD3 reporter, GFP fluorescence, 18 h; TGF-beta stimulated, 500 pg/mL final; Potency, µM (doses to about 46.1 µM), without a hit: at the top dose activity, negative = inhibition, usual class: inhibitors; further: potency means the concentration at half of the fitted maximal effect; on the % scale 0 is the no-effect control and ±100 the full control effect; nearly all actives have a fitted effect of over 65% in size
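HEPG2 CAGA-GFP, 1000 cells/well; 2 h settle, 37 C; cpd via pin tool; TGF-b 500 pg/mL final; 18 h, 37 C; GFP imaging ex488/em500-530; %Activity normalised to -TGF-b and +DMSO controls; CRC fit, curve class.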
IL1B secr inh: inhibitors of inflammasome signaling (IL-1 beta secretion); 360,000 tested, 4.7% active; THP-1 LPS/ATP IL-1B secretion, AlphaLISA, 16 h; hits give low values; AID 743279; activity change, % at 57.5 µM; in the data active means activity change below about -50%; inconclusive means mostly about -30% to -49%; further: on the % scale 0 is the no-effect control and ±100 the full control effect
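THP-1 cells pretreated 1 hr with compounds (up to 57.5 uM final), then stimulated with LPS (250 ng/mL final) plus ATP (1.25 mM final); secreted IL-1B measured by AlphaLISA after 16 hr, decreased signal indicating inhibition.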
Nrf2 ARE act: activators of Nrf2 (ARE) signaling | AREc32 ARE-luciferase reporter (MCF7-derived line), luminescence, 24 h | Potency, µM (top dose mostly 46.1 µM), inactives show at the highest dose activation, actives largely listed as activators | 410,000 tested, 0.31% active; further: potency means the concentration at half of the fitted maximal effect; % of control where 0% means no effect; nearly all actives have a fitted effect of over 65% in size
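AREc32_Fluc, 1000 cells/well, OPTI-MEM + 5% FBS, o/n 37 deg C 5% CO2; 23 nL cpd by pin tool, 24 hr; Steady-Glo 30 min RT, luminescence.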
A549 tox: kills or reduces viability of A549 cells in Nrf2 counter-screen | A549 ARE-Fluc cells, CellTiter-Fluor viability, 18-24 h | Potency, µM (doses to about 46 µM), for the others: at the top dose activity change, negative = cytotoxicity, hits mostly inhibitors | 390,000 tested, 0.16% active | AID 504648; further: potency means the concentration at half of the fitted maximal effect; on the % scale 0 is the no-effect control and ±100 the full control effect
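A549 ARE-Fluc cells in 5% FBS OPTI-MEM, 5000 cells/well, rested 2 h then exposed to compounds in concentration-response for 18-24 h at 37 °C. Viability by CellTiter-Fluor fluorescence (Ex 405/Em 525) after 30 min; luciferase luminescence (BugLite, 15 min, RT) read afterwards.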
S2 tox: viability counter-screen for ATXN expression inhibitors; S2 cells (HEK-293 line with an ATXN2-luciferase reporter) viability, CellTiter-Fluor protease fluorescence, 24 h; Potency, µM (doses to about 56.7 µM), hits mostly cytotoxic; 400,000 tested, 0.49% active; AID 651635; further: potency means the concentration at half of the fitted maximal effect; nearly all actives have a fitted effect of over 40% in size
MCF10A rereplic: induces DNA re-replication in MCF 10a normal breast cells | MCF 10A DNA re-replication, Hoechst nuclear intensity, 48 h | Potency, µM (titrated, usually from 46.1 µM), for inactives: top-dose activity, positive = re-replication, hits mostly activators | 350,000 tested, 2.9% active | AID 624296; further: potency means the concentration at half of the fitted maximal effect; % of control where 0% means no effect; nearly all actives have a fitted effect of over 50% in size
Nrf2 inh: blocks Nrf2 signaling. A549 ARE-Fluc reporter, luciferase luminescence, 18-24 h. Potency, µM (doses to about 46 µM), without a hit: at the top dose activity change, negative = inhibition, most hits filed as inhibitors. 360,000 tested, 2.1% active. AID 504444; further: potency means the concentration at half of the fitted maximal effect; on the % scale 0 is the no-effect control and ±100 the full control effect; nearly all actives have a fitted effect of over 60% in size
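Nrf2 activity is the BugLite luminescence, read 15 min after reagent at room temperature, following CellTiter-Fluor cytotoxicity readout (30 min, 37C). Compound titrations were applied for 18-24 h to 5000 A549 ARE_Fluc cells/well in 5% FBS OPTI-MEM.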
ATXN2 expr inh: inhibitors of ATXN2 expression; HEK-293 ATXN2-luciferase reporter, luminescence, 24 h; Potency, µM (series often up to 57 µM), for the others: top-dose activity change, negative = inhibition, usual class: inhibitors; 360,000 tested, 0.72% active; further: potency means the concentration at half of the fitted maximal effect; on the % scale 0 is the no-effect control and ±100 the full control effect; nearly all actives have a fitted effect of over 55% in size
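ATXN2-luciferase reporter cells (luciferase flanked by upstream and downstream ATXN2 gene portions) were treated 24 h at 37 °C with compounds at up to 57 uM. SteadyGlo luminescence gave expression; GF-AFC fluorescence gave viability.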
An asterisk follows results filed as active; i = inactive; u = inconclusive; x = not tested or not shown; & = joins results of further samples; [ ] = another dose, or the depositor's remark. Unless noted, the call rests on the fitted dose curve; in most records, active means well fitted curve in the direction sought with a large enough effect; inconclusive means small, poorly fitted or top-dose-only effect, or another doubt; inactive means no such curve, though single readings can be large; an effect the other way counts as inactive or inconclusive.

SMILES	HepG2 viability	TGFb inhibitor	IL1B secr inh	Nrf2 ARE act	A549 tox	S2 tox	MCF10A rereplic	Nrf2 inh	ATXN2 expr inh
Cc1ccc2nc(NC(=O)c3cccc(-c4cc5ccccc5oc4=O)c3)sc2c1	-13%	-10%	31	-0.2%	-28%	u	17%	u	u
CC(C)CCN(C(=O)Nc1ccc(Cl)c(Cl)c1)C(C)c1cccs1 (stereo unspecified)	-7%	u	x	0.3%	8%	x	x	x	x
COc1ccc2cc(CNc3ccc(OC)c(OC)c3)c(=O)n(CC(=O)Nc3ccccc3F)c2c1	-6%	7%	x	0.8%	u	u	x	0%	4%
Nn1c(Cc2cccc3ccccc23)nnc1SCCOc1ccc(Br)cc1	-8%	u	-9	4.1%	-2%	u	u	-27%	-19%
O=C(Nc1ccc(F)cc1)c1cccnc1NCCc1ccccc1	-5%	0%	-15	0.1%	-4%	x	17%	u	-15%
O=C(OCC(=O)N1CCN(C(=O)c2ccco2)CC1)c1ccccc1O	-13%	5%	10	0.2%	-6%	i	-3%	4%	-5%
CC(C)(C)OC(=O)N(Cc1ccccc1)Cc1ccccc1OCc1cccc(NC(=O)c2ccccc2)c1	-2%	-22%	8	0.4%	-1%	i	u	-5%	1%
N#Cc1c(=O)c2nc(NCCCO)ncc2n2c(=O)c3ccccc3[nH]c12	3%	7%	29	0.6%	-8%	i	5%	8%	-11%
COc1ccc(NC(=O)CC2C(=O)N(c3ccc(C)cc3)C(=O)N2C2CCCC2)cc1 (stereo unspecified)	-1%	0%	x	0.1%	-7%	x	x	27%	x
O=C(Nc1ccccc1-c1ccccc1)c1ccc(Br)o1	-22%	-2%	-23	-0.2%	10%	i	-2%	12%	-15%
C[C@@H]1NC(=O)c2cc([N+](=O)[O-])cc(I)c2OCC[C@@H](C(N)=O)NC(=O)[C@H](CCCCN)NC1=O	3%	5%	32	-0.6%	-6%	i	-15%	19%	14%
CC(C)(CC(=O)NCc1ccc(Cl)cc1Cl)CC1=NS(=O)(=O)c2ccccc2N1	-51%	u	x	-4.4%	-7%	i	x	x	25µM*
COc1ccc(-c2ccc(SCC(=O)N3CCOCC3)nn2)cc1	0%	-3%	0	0.2%	-4%	i	3%	1%	21%
O=C(Nc1ccccc1)c1ccccc1NC(=O)C(F)(F)F	-11%	-12%	u	0.9%	0%	i	-3%	x	-18%
C[C@@]12C(=O)Nc3ccc(F)cc3C(=O)N1[C@H]1c3cc(Cl)ccc3OC[C@@H]1[C@@H]2c1ccccc1	-36%	u	u	3.5%	-7%	i	18µM*	u	-39%
Fc1ccc(NCc2nnc3n2CCCCC3)cc1	-4%	-14%	-10	0.0%	-3%	u	u	6%	-5%
CC1CN(C(=O)COc2coc(CN3CCc4ccccc4C3)cc2=O)CC(C)O1 (stereo unspecified)	8%	8%	15	-0.7%	0%	i	0%	2%	4%
COC(=O)c1ccc(/C=C2\SC(=S)N(CCCC(=O)NCCCN3CCOCC3)C2=O)cc1	-61%	-22%	-16	18%	u	u	u	u	17%
CCOC(=O)C1CCCN(C(=O)c2cncc(Br)c2)CC1 (stereo unspecified)	-3%	-6%	0	0.6%	x	i	x	x	8%
COc1ccccc1C1CCN(c2ccc([N+](=O)[O-])cn2)CC1	-19%	-29%	x	4.1%	-14%	i	20%	u	18%

Single values from the results shown.
`C[C@@H]1NC(=O)c2cc([N+](=O)[O-])cc(I)c2OCC[C@@H](C(N)=O)NC(=O)[C@H](CCCCN)NC1=O` | IL1B secr inh = 32
`CC1CN(C(=O)COc2coc(CN3CCc4ccccc4C3)cc2=O)CC(C)O1` (stereo unspecified) | TGFb inhibitor = 8%

Next part.
SMILES	HepG2 viability	TGFb inhibitor	IL1B secr inh	Nrf2 ARE act	A549 tox	S2 tox	MCF10A rereplic	Nrf2 inh	ATXN2 expr inh
COc1cccc(NC(=O)C2(C)CCN2C(=O)CCC2CCCC2)c1 (stereo unspecified)	0%	-3%	12	1.1%	x	i	x	x	5%
Cc1cc(C)n(-c2cc(N3CCN(C(=O)c4ccc(C(C)(C)C)cc4)CC3)ccc2[N+](=O)[O-])n1	-23%	-23%	-17	-0.5%	u	u	u	u	-23%
Cc1ccc(/C=N/NC(=O)c2ccoc2C)o1	0%	-8%	6	2.9%	3%	i	13%	19%	19%
CC[C@H]1c2[nH]c3ccc(C(C)C)cc3c2[C@@H]2CCN3C(=O)CCC[C@H]1[C@H]23	-23%&-4%	u	-13	0.9%	-13%	u	1%	u	-9%
CC(=O)NC1C(=O)N(CCN2CCOCC2)c2ccc(F)cc21 (stereo unspecified)	7%	-15%	-1	-0.8%	2%	i	1%	-12%	x
CCOc1ccc(CN2CCN(Cc3cccn3-c3cccnc3)CC2CCO)cc1 (stereo unspecified)	-24%	-5%	-15	-0.8%	-5%	i	-3%	-5%	-2%
CC(Oc1ccccc1)C(=O)OCC(=O)N1CC(=O)Nc2ccccc21 (stereo unspecified)	9%	3%	17	0.7%	-2%	i	1%	1%	16%[11.3 µM]
Cc1ccc(CS(=O)(=O)CC(C)(O)c2ccccc2)cc1 (stereo unspecified)	3%	7%	-1	-0.8%	0%	i	0%	-2%	-7%
CCn1cc(S(=O)(=O)c2cc(C)cc(C)c2)c(=O)c2cc(F)c(N3CCC(C)CC3)cc21	7%	-2%	x	0.3%	0%	x	x	u	x
Cc1ccsc1/C=C1/SC(=O)N(CC(=O)N2CCOCC2)C1=O	15%	31%	-4	2.4%	-11%	i	-3%	28%	13%
Cc1ccc(NC(=O)/C(=C\c2ccc3c(c2)OCO3)NC(=O)c2ccco2)cc1	-14%	4%	-9	-0.2%	-1%	i	6%	-12%	-13%
O=C1C(Cl)=C(N2CCCCC2)C(=O)N1c1ccccc1	2%	0%	-4	-0.6%	1%	i	-23%	x	-12%
CC(C)(C)OC(=O)NCCCC[C@H](NC(=O)c1[nH]cnc1C(=O)Nc1ccc(Cl)cc1)C(=O)OC(C)(C)C	-35%	14µM*	-58*	-2.8%	u	u	u	u	u
COc1cccc(-c2nn(C)c3sc(C(=O)NCc4ccccn4)cc23)c1	-19%	0%	u	13%	-6%	i	4%	u	14%
Cc1cc(C)c(NC(=O)CN(C)CC(=O)N(C)CC(=O)Nc2c(Cl)cccc2Cl)c(C)c1	-23%	-4%	-3	0.5%	9%	i	4%	-18%	x
CC(C)C(NS(=O)(=O)c1cccs1)C(=O)NCCN1CCN(c2ccccc2)CC1 (stereo unspecified)	3%	13%	-8	-0.1%	10%	i	-10%	x	-4%
COc1ccc2cc(CN(CCc3ccccc3)Cc3nnnn3Cc3ccco3)c(=O)[nH]c2c1	-2%	13%	-25	2.5%	-11%	i	u	-23%	4%
COc1ccc(C2C(C(=O)N3CCOCC3)CCC(=O)N2c2cc(OC)c(OC)c(OC)c2)cc1 (stereo unspecified)	10%	-3%	65	0.2%	1%	i	-16%	7%	1%
CCCCOC(=O)c1ccc(OC(=O)N2CCOCC2)cc1	-1%	15%	-4	3.5%	5%	i	2%	1%	x
Cc1ccc(C)c(/C=N/n2cc(-c3ccccc3)[nH]c2=S)c1	5%	u	-5	14%	0%	i	u	2%	1%
CC1Cc2ccccc2N1C(=O)CSc1nc2ccccc2n1CC(=O)N1CCOCC1 (stereo unspecified)	-2%	0%	-12	0.2%	-15%	i	-7%	-18%	-2%
C[C@@H]1CN([C@@H](C)CO)C(=O)CCCn2nncc2CO[C@@H]1CN(C)C(=O)Nc1ccc2c(c1)OCO2	-4%	12%	3	0.6%	x	i	x	x	3%
CC(=O)Oc1ccc(C(=O)Nc2ccc(S(=O)(=O)NCC3CCCO3)cc2)cc1 (stereo unspecified)	8%	11%	-13	4.8%	0%	i	u	u	-8%
CCCCCCCC(=O)OC(CN1CCCCCC1)CN1CCCC1=O (stereo unspecified)	0%	-3%	5	-0.1%	-5%	i	-2%	7%	-7%
CCOC(=O)C1CCCN(C(=S)Nc2ccc(S(=O)(=O)N3CCOCC3)cc2)C1 (stereo unspecified)	-3%	-11%	-7	-0.5%	1%	i	10%	-9%	2%
Cc1c(NC(=O)c2ccc(-c3cccc([N+](=O)[O-])c3)o2)cccc1-c1nc2cc(Cl)ccc2o1	-15%	2%	x	30%	6%	i	x	u	43%[activator]
CCOC(=O)C1(C)CCCN(C(=O)c2cc(C)oc2C)C1 (stereo unspecified)	-2%	-6%	12	-0.9%	x	i	x	x	4%
O=C(NCCc1ccccc1)C1CCCN1C(=O)Nc1ccc(Cl)cc1 (stereo unspecified)	2%	-10%	12	-0.5%	-6%	i	-3%	-16%	-1%
O=C(c1cccs1)c1ccc(-c2cccs2)s1	-12%	-13%	-6	u	-18%	i	u	u	69%[activator]
CN(C)S(=O)(=O)c1ccc(Cl)c(NC(=O)CSc2nc3c(cc2C#N)C(=O)CC(C)(C)C3)c1	10%	11%	-6	0.5%	-16%	i	2.9µM*	u	-15%
Cc1ccc(C(=O)NC(=C(Cl)Cl)S(=O)(=O)c2ccc(Cl)cc2)cc1	-11%	u	-64*	u	u	u	u	u	u
Cc1cc(C)cc(NC(=O)CSc2nnc(Cn3c(=O)sc4ccccc43)n2C)c1	-14%	4%	15	-0.2%	13%	i	9%	-4%	-11%
CCOc1ccccc1NC(=O)Nc1ccc2nc(N3CCN(C)CC3)cc(C)c2c1	7.9µM*	u	x	-1.2%	u	x	x	u	u
O=C(Nc1nc2nc(-c3ccccc3)cc(=O)n2[nH]1)c1ccc(F)cc1	3%	3%	x	-0.1%	2%	i	x	17%	2%
